Screening data deposited in PubChem by National Center for Advancing Translational Sciences (NCATS).
Tb PFK block: qHTS Assay to Find Inhibitors of T. brucei phosphofructokinase | ATP-dependent 6-phosphofructokinase (Trypanosoma brucei brucei), O15648 | T. brucei PFK, ADP-Glo luminescence | Potency, µM (titrated, usually from 57.5 µM), inactives show at the highest dose activity, negative = inhibition, hits mostly inhibitors | AID 485367, 2010 | hit rate 0.17% among 330,000;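 note: potency is the fitted concentration of half-maximal effect; 0% = uninhibited 1x PFK enzyme wells and -100% = no-enzyme wells; nearly all actives have a fitted effect of over 60% in size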
Target sequence (O15648 whole entry, looked up): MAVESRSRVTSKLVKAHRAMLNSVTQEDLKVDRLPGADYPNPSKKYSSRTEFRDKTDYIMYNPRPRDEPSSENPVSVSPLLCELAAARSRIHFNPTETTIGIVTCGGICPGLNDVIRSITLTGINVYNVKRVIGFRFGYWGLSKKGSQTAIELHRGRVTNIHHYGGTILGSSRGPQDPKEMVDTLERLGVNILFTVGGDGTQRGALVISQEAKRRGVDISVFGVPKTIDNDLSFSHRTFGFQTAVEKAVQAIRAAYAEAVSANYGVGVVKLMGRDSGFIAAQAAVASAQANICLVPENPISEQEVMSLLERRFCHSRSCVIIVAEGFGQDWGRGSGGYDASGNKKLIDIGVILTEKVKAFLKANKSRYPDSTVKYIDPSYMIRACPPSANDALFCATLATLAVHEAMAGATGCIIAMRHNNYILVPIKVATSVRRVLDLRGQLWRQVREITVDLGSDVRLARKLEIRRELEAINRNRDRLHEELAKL
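Luminescent ADP detection (ADP-Glo, two-step: ATP depletion then ADP-to-ATP conversion for luciferase) reported PFK activity after 45 min room-temperature reaction of 1.25 nM enzyme with 0.5 mM F6P and 0.1 mM ATP at pH 8.0.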
Chronic BCR inh: qHTS Assay to Find Inhibitors of Chronic Active B-Cell Receptor Signaling. Potency, µM (titrated, usually from 46.1 µM), inactives show top-dose ratio change, negative = lower green/red ratio, hits mostly inhibitors. AID 493014, 2011. hit rate 0.05% among 340,000. ABC-DLBCL IkBa-CBG/CBR reporter, luminescence ratio, 4 h; active = well fitted inhibition curve with a large enough effect in the signal ratio, with a control signal flat, not every such curve was filed as active; inconclusive = small, poorly fitted or top-dose-only effect, or effect the other way, or a change in a side signal; the % refers to the signal ratio;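 note: potency is the fitted concentration of half-maximal effect; plate controls were basal doxycycline-induced cells for no effect and cells given 10 µM MG132 for full effect; MG132 reads +100%, hits lower the ratio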
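Compounds up to 46 uM were incubated four hours with TMD8 cells whose green CBG68 luciferase is fused to IkappaBalpha; red CBR luminescence normalised the signal, and concentration-effect curves were fitted to fusion, red and ratio data.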
uPA generation: qHTS for Inhibitors of Cell Surface uPA Generation; cell surface uPA generation assay, qHTS; Potency, µM (titrated, usually from 38.3 µM), for inactives: at the highest dose activity change, negative = inhibition, hits mostly inhibitors; hit rate 0.31% among 330,000; active = well fitted inhibition curve with a large enough effect; inconclusive = small, poorly fitted or top-dose-only effect; inactive = no such curve, though single readings can be large or run the other way; tested in mouse RAW 264.7 cells; note: potency is the fitted concentration of half-maximal effect; % is set by controls: 0 for no effect and ±100 for the full control effect; nearly all actives have a fitted effect of over 55% in size
ELG1 repair inh: qHTS screen for small molecules that inhibit ELG1-dependent DNA repair in human embryonic kidney (HEK293T) cells expressing luciferase-tagged ELG1; HEK293T ELG1-luciferase reporter, luminescence, 16 h; DNA damage induced by 5-fluorouridine; Potency, µM (doses to about 46.1 µM), for the others: top-dose activity change, negative = inhibition, hits mostly inhibitors; hit rate 2.3% among 330,000; AID 504467, 2011; note: potency is the fitted concentration of half-maximal effect; % is set by controls: 0 for no effect and ±100 for the full control effect; nearly all actives have a fitted effect of over 55% in size
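Reporter activity after DNA damage by 5-fluorouridine is monitored. Compound-treated cells incubate 16 hr at 37 °C, then ONE-Glo is added for 30 min before luminescence reading.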
TCR activator: Activators of T cell receptors: qHTS campaign. primary human leukocytes, anti-CD3, IL-2 HTRF, 48 h. Potency, µM (highest dose often 9.22 µM), without a hit: at the highest dose activation of IL-2 secretion, hits mostly activators. 330,000 tested, under 10 active. AID 504894, 2011; note: % of control where 0% means no effect
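Primary human leukocytes were stimulated with a-CD3 beads plus compounds for 48 hr without co-stimulation; secreted IL-2 was quantified by HTRF using a-IL-2-K (europium cryptate) and a-IL-2-d2, excited at 320nm with acceptor emission read at 665nm.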
TSHR antag: Antagonists of the Thyroid Stimulating Hormone Receptor: HTS campaign. activity change, negative = inhibition, % at 11.5 µM. AID 504810, 2011. TSHR-expressing cells, TSH-stimulated cAMP HTRF, 2 h; stronger effect = lower value. Thyrotropin receptor (Homo sapiens), P16473. hit rate 0.2% among 330,000;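 active = activity change below a set negative limit, meaning inhibition stronger than a set level, cut at about -70% in these data; inconclusive = activity change between two set negative limits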; note: % is set by controls: 0 for no effect and ±100 for the full control effect
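Cell-based HTRF cAMP assay; TSHR cells + compound, TSH EC80 (4nM final), 2 h, 37 deg C. Lysis with anti-cAMP cryptate and cAMP-d2, 30 min RT, read 665/620 nm.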
TSG101-PTAP inh: qHTS Assay for Iinhibitors of HIV-1 Budding by Blocking the Interaction of PTAP/TSG101; Tumor susceptibility gene 101 protein (Homo sapiens), Q99816; Fluorescence polarization, FITC-PTAP peptide / Tsg101 binding; Potency, µM (highest dose often 115 µM), without a hit: at the top dose activity change, negative = inhibition, actives largely listed as inhibitors; 340,000 tested, under 10 active; active = well fitted inhibition curve with a large enough effect in the main read-out, with a control signal flat, not every such curve was filed as active; inconclusive = small, poorly fitted or top-dose-only effect, or effect the other way, or a change in a side signal; inactive = no such curve, though single readings can be large or run the other way; note: potency is the fitted concentration of half-maximal effect; % of control where 0% means no effect
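FP read-out: FITC-PTAP peptide, 50 nM final, binding Tsg101 binding domain, 10 uM final; 20 min, r.t.; 10 mM HEPES pH 7.5, 0.15 M NaCl, 0.01% Tween 20, 3 mM EDTA, 0.1 mM TCEP.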
USP2a inh: qHTS Assay for Inhibitors of Ubiquitin-specific Protease USP2a Using CHOP2 as the Reporter; Ubiquitin carboxyl-terminal hydrolase 2 (Homo sapiens), O75604; USP2 core, Ub-CHOP2 coupled fluorogenic reporter, 485/531; Potency, µM (top dose mostly 38.3 µM), without a hit: top-dose activity change, negative = inhibition, actives largely listed as inhibitors; hit rate 0.01% among 330,000; AID 463254, 2010;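 note: potency is the fitted concentration of half-maximal effect; plate controls were DMSO wells for no effect and full inhibition by NEM control for full effect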
Target sequence (O75604 whole entry, looked up): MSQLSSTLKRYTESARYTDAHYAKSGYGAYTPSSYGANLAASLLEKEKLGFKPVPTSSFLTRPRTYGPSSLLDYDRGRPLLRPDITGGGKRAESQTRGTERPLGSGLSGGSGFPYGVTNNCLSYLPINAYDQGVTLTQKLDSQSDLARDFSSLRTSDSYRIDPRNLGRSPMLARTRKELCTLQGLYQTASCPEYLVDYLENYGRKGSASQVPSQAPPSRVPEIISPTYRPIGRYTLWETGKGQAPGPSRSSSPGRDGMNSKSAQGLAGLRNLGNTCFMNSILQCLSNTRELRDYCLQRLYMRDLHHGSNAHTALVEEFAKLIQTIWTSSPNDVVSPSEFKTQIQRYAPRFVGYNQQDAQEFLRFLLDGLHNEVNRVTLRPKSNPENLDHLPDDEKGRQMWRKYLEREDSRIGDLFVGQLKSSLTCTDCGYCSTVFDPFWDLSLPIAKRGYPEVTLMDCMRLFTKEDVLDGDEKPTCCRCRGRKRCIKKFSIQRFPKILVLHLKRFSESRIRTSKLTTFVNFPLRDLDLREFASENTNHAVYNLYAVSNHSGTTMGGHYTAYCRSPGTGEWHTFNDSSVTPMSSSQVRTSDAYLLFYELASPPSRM
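USP2 core (10nM final) preincubated 30min RT with compound in 20mM Tris-HCl pH 8.0, 2mM CaCl2, 2mM beta-mercaptoethanol, 0.05% CHAPS; 25nM Ub-CHOP2 plus 25nM reporter substrate added, fluorescence (Ex485/Em531) read after 60min.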
B2AR arrestin: qHTS assay of beta-arrestin-biased ligands of beta2-adrenergic receptor; AID 492947, 2010; hit rate 0.02% among 330,000; beta-arrestin recruitment to beta2AR, cell-based reporter; Potency, µM (top dose mostly 46.1 µM), without a hit: top-dose activation, most hits filed as activators;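 note: potency is the fitted concentration of half-maximal effect; 0% = DMSO controls and full agonism = EC100 isoproterenol or metaproterenol; nearly all actives have a fitted effect of over 65% in size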
Mito fusion act: qHTS Assay for Small Molecule Inhibitors of Mitochondrial Division or Activators of Mitochondrial Fusion; Potency, µM (titrated, usually from 46.1 µM), without a hit: at the highest dose growth rescue (activation), usual class: activators; S. cerevisiae fusion-defective mutant growth rescue, CellTiterGlo 48 h; hit rate 0.23% among 320,000;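 note: potency is the fitted concentration of half-maximal effect; % of control where 0% means no effect; nearly all actives have a fitted effect of over 45% in size; temperature-sensitive fusion mutants such as fzo1-1 at 37 °C on non-fermentable ethanol glycerol medium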
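Luminescent cell viability in 1536-well qHTS format served as the measure of rescued growth in ts fusion-mutant S. cerevisiae cultured on non-fermentable YPEG for 48 hours at 37C.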
Eya2 inh: qHTS Assay for Inhibitors of the Phosphatase Activity of Eya2. Potency, µM (titrated, usually from 76.9 µM), for inactives: top-dose activity, negative = inhibition, usual class: inhibitors. recombinant Eya2, OMFP fluorescence dephosphorylation (OMFP is methylfluorescein phosphate). AID 488837, 2010. Protein phosphatase EYA2 (Homo sapiens), O00167. hit rate 0.006% among 330,000; note: potency is the fitted concentration of half-maximal effect; % is set by controls: 0 for no effect and ±100 for the full control effect
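Eya2 protein (added as 0.2 uM solution) was preincubated with compound for 10 min at ambient temperature in 50 mM HEPES pH 7.5, 50 mM NaCl, 5 uM MgCl2, 0.05% BSA, 1 mM DTT. OMFP (added at 50 uM) then reacted 10 min; fluorescence read at 485/525 nm.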
An asterisk follows results filed as active; [ ] = dose if it differs, or a comment. Unless noted, calls come from the whole dose curve; as a rule, active = well fitted curve in the direction sought with a large enough effect; inconclusive = small, poorly fitted or top-dose-only effect, or another doubt; inactive = no such curve, though single readings can be large; an effect the other way counts as inactive or inconclusive.

CCOC(=O)C1CCN(CC(C)(C)NS(=O)(=O)c2ccccc2)CC1 was read as Tb PFK block -2%, Chronic BCR inh -2%, uPA generation 0%, ELG1 repair inh -6%, TCR activator -5%, TSHR antag 4, TSG101-PTAP inh -7%, USP2a inh -1%, B2AR arrestin -0.2%, Mito fusion act -1% and Eya2 inh -3%.
For CCCOC(=O)c1ccc(NC(=O)Cc2cccs2)cc1 the results were Tb PFK block -1%, Chronic BCR inh 0%, uPA generation 5%, ELG1 repair inh inconclusive, TCR activator 3%, TSHR antag -6, TSG101-PTAP inh -1%, USP2a inh -5%, B2AR arrestin -0.2%, Mito fusion act 1% and Eya2 inh -27%.
For C=CCc1ccc(OCCCNCc2ccccc2)c(OC)c1 the results were Tb PFK block -4%, Chronic BCR inh -4%, uPA generation -30%, ELG1 repair inh -4%, TCR activator -8%, TSHR antag -3, TSG101-PTAP inh -10%, USP2a inh 1%, B2AR arrestin -0.9%, Mito fusion act -15% and Eya2 inh -6%.
Screening O=C(NNC(=O)c1ccccc1[N+](=O)[O-])c1ccccn1 returned Tb PFK block -4%, Chronic BCR inh -10%, ELG1 repair inh -20%, TCR activator 1%, TSHR antag 8, TSG101-PTAP inh 1%, USP2a inh 0%, B2AR arrestin 0.4%, Mito fusion act 9% and Eya2 inh -1%.
`Brc1ccc(-c2cn3nc4c(nc3n2)CCCC4)cc1` gave Tb PFK block 0%, Chronic BCR inh -13%, uPA generation -1%, ELG1 repair inh inconclusive, TCR activator -1%, TSHR antag -5, TSG101-PTAP inh 1%, USP2a inh 8%, B2AR arrestin -0.7%, Mito fusion act 6% and Eya2 inh -17%.
`COc1ccc(C2N(Cc3ccccc3)CCN2Cc2ccccc2)cc1[N+](=O)[O-]` gave Tb PFK block -2%, Chronic BCR inh inconclusive, uPA generation -2%, ELG1 repair inh 8%, TCR activator -16%, TSHR antag 0, TSG101-PTAP inh -1%, USP2a inh 3%, B2AR arrestin -0.2%, Mito fusion act -3% and Eya2 inh -8%.
For Cn1nc(C(=O)OCC(=O)Nc2sccc2C(N)=O)c2ccccc2c1=O the results were Tb PFK block 7%, Chronic BCR inh -10%, uPA generation -3%, ELG1 repair inh -2%, TCR activator 10%, TSHR antag -6, TSG101-PTAP inh -1%, USP2a inh 0%, B2AR arrestin -0.6%, Mito fusion act -3% and Eya2 inh inconclusive.
Screening O=C(CNS(=O)(=O)c1cccs1)NCCc1ccc(Cl)cc1 returned Tb PFK block 1%, Chronic BCR inh -1%, uPA generation -5%, ELG1 repair inh -5%, TCR activator 3%, TSHR antag 4, TSG101-PTAP inh -1%, USP2a inh 2%, B2AR arrestin -0.3%, Mito fusion act -4% and Eya2 inh -4%.
For CCN(CC)c1ccc(/C=C/c2ccc3ccc(OC)cc3[n+]2CC)cc1 the results were Tb PFK block -10%, Chronic BCR inh inconclusive, uPA generation -9%, ELG1 repair inh inconclusive, TCR activator 6%, TSHR antag -24, TSG101-PTAP inh 3%, USP2a inh 0%, B2AR arrestin -0.4%, Mito fusion act -46%[inhibitor] and Eya2 inh -10%.
Screening COc1ccc(OC)c(NC(=S)N2CCCC2)c1 returned Tb PFK block 2%, Chronic BCR inh 0%, uPA generation 0%, ELG1 repair inh -3%, TCR activator 0%, TSHR antag 44, TSG101-PTAP inh 0%, USP2a inh -5%, B2AR arrestin -1.1%, Mito fusion act -2% and Eya2 inh 2%.
Nc1nnnn1/N=C/c1ccc(Cl)cc1 was read as Tb PFK block -3%, Chronic BCR inh 0%, uPA generation -5%, ELG1 repair inh inconclusive, TCR activator -4%, TSHR antag 1, TSG101-PTAP inh 0%, USP2a inh 7%, B2AR arrestin 0.5%, Mito fusion act 13% and Eya2 inh -24%.
O=C(Nc1ccc2oc(-c3ccccc3)nc2c1)C1CCCO1 (stereo unspecified) was read as Tb PFK block 0%, Chronic BCR inh 5%, uPA generation -3%, ELG1 repair inh inconclusive, TCR activator 2%[46.1 µM], TSHR antag -3, TSG101-PTAP inh 0%, USP2a inh 3%, B2AR arrestin -0.5%, Mito fusion act 18% and Eya2 inh 5%.
Screening Cc1ccc(NC(=O)N2CCCCC2)cc1NC(=O)N1CCCCC1 returned Tb PFK block 1%, Chronic BCR inh -22%, uPA generation -12%, ELG1 repair inh -7%, TCR activator 2%, TSHR antag -3, TSG101-PTAP inh -3%, USP2a inh -2%, B2AR arrestin -0.4%, Mito fusion act -10% and Eya2 inh -3%.
`CCOC(=O)C(CSCC(=O)c1ccc(Cl)cc1Cl)NC(=O)OC(C)(C)C` (stereo unspecified) gave Tb PFK block -7%, Chronic BCR inh 0%, uPA generation 5%, ELG1 repair inh 10%, TCR activator 4%, TSHR antag -13, TSG101-PTAP inh -5%, USP2a inh -9%, B2AR arrestin 2.8%, Mito fusion act -2% and Eya2 inh -9%.
Screening CC(=O)Nc1ccc(-c2csc(NC(=O)Cc3ccccc3F)n2)cc1 returned Tb PFK block 0%, Chronic BCR inh 1%, uPA generation 7%, ELG1 repair inh -3%, TCR activator 3%, TSHR antag -1, TSG101-PTAP inh -7%, USP2a inh -1%, B2AR arrestin -0.6%, Mito fusion act 12% and Eya2 inh -7%.
O=C(NCCN1C(=O)C2C3C=CC(C3)C2C1=O)Nc1ccccc1O (stereo unspecified) was read as Tb PFK block 1%, Chronic BCR inh 8%, uPA generation -5%, ELG1 repair inh inconclusive, TCR activator 1%, TSHR antag 5, TSG101-PTAP inh -4%, USP2a inh 0%, B2AR arrestin 0.3%, Mito fusion act 1% and Eya2 inh 1%.
Screening Cc1ccccc1-n1c([C@@H]2C[C@H]2c2ccccc2)n[nH]c1=S returned Tb PFK block 1%, Chronic BCR inh inconclusive, uPA generation 8%, ELG1 repair inh -9%, TCR activator 0%, TSHR antag -1, TSG101-PTAP inh 1%, USP2a inh 5%, B2AR arrestin -0.6%, Mito fusion act -2% and Eya2 inh 6%.
Screening O=C(NC(=O)N1CCN(c2ccccc2)CC1)c1ccc(Cl)cc1 returned Tb PFK block 2%, Chronic BCR inh inconclusive, ELG1 repair inh inconclusive, TCR activator 3%[46.1 µM], TSHR antag -6, TSG101-PTAP inh -4%, USP2a inh 0%, B2AR arrestin 0.6%, Mito fusion act -1% and Eya2 inh 3%.
`Cc1ccc(OCCNC(=O)CNC(=O)c2ccccc2Cl)cc1` gave Tb PFK block -1%, Chronic BCR inh 0%, uPA generation 2%, ELG1 repair inh 13%, TCR activator -5%, TSHR antag 5, TSG101-PTAP inh -1%, USP2a inh 1%, B2AR arrestin -1.1%, Mito fusion act -3% and Eya2 inh -7%.
`N/C(=N\OC(=O)COc1ccc(Br)cc1)c1cccnc1` gave Tb PFK block -8%, Chronic BCR inh inconclusive, uPA generation -2%, ELG1 repair inh inconclusive, TCR activator -1%[46.1 µM], TSHR antag -15, TSG101-PTAP inh -1%, USP2a inh 1%, B2AR arrestin -0.5%, Mito fusion act 2% and Eya2 inh -4%.
Screening CCC1CCCCN1CCCCOc1cccc(Cl)c1 (stereo unspecified) returned Tb PFK block -3%, Chronic BCR inh inconclusive, uPA generation -15%, ELG1 repair inh inconclusive, TCR activator 10%, TSHR antag -1, TSG101-PTAP inh -7%, USP2a inh 3%, B2AR arrestin 0.0%, Mito fusion act 28% and Eya2 inh 1%.
For CCc1nnc(NC(=O)C2CCCCN2S(=O)(=O)c2ccccc2)s1 (stereo unspecified) the results were Tb PFK block -2%, Chronic BCR inh -4%, uPA generation -4%, ELG1 repair inh 5%, TCR activator -3%, TSHR antag 2, TSG101-PTAP inh -1%, USP2a inh 2%, B2AR arrestin 0.3%, Mito fusion act 8% and Eya2 inh -5%.
Cc1cc2c3nonc3ccc2n1C was read as Tb PFK block -10%, Chronic BCR inh -7%, uPA generation 7%, ELG1 repair inh 1%, TCR activator 3%, TSHR antag -12, TSG101-PTAP inh -8%, USP2a inh -5%, B2AR arrestin -0.3%, Mito fusion act 1% and Eya2 inh -22%.
